Compound activity (PubChem)
GLD-1 RNA inh: GLD-1-TGE RNA interaction inhibition (C. elegans); Q17339; purified GLD-1 + fluorescein TGE RNA, fluorescence polarization; inhibition, % at 5.96 µM; 320,000 compounds, 0.44% hits; AID 2280;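 active = percent inhibition above a per-plate cutoff, the plate mean of test compounds plus 3 SD, cut at about 30% in these data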;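 also: 0% = DMSO wells with GLD-1 and probe and 100% = wells lacking GLD-1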
MEX-5 binding: C. elegans MEX-5 TCR-2 RNA binding activity; Q9XUB2; activity score (negative = inhibition of binding), % at 10 µM; MEX-5/FITC-TCR2 RNA binding, fluorescence polarization; active compounds read low; 300,000 compounds, 0.38% hits; AID 1832;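 active = inhibition past about -25% in most replicates, and total fluorescence under double the plate's negative control median, limit read from the data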;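 also: 0% = DMSO and -100% = 5 µM competing unlabeled TCR2 RNA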
Target sequence (Q9XUB2 whole entry, looked up): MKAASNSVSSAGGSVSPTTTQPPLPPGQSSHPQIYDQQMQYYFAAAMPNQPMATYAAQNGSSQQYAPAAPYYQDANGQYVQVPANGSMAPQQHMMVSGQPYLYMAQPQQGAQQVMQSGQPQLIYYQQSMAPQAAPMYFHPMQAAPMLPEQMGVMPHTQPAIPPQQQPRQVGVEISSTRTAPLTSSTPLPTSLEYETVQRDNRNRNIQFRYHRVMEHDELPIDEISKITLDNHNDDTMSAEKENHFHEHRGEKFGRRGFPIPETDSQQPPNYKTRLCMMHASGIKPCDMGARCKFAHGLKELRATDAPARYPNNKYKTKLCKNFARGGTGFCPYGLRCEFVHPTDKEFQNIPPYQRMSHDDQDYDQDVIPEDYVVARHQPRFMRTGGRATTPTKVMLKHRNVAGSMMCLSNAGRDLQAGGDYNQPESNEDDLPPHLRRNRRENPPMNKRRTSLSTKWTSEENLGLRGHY
MCL1-BIM inh: inhibitors of human MCL1 binding to BIM-BH3 peptide | GST-MCL1 / FITC-Bim-BH3 fluorescence polarization | inhibition, % at 10.9 µM | Q07820 | 320,000 compounds, 0.68% hits;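 active = inhibition above the mean inhibition of all tested compounds plus 3 SD, set per campaign, cut at about 40% in these data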;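 also: 0% = DMSO wells and 100% = unlabeled Bim-BH3 peptide control; higher means more loss of mP so more displacement of Bim peptide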
Target sequence (Q07820 whole entry, looked up): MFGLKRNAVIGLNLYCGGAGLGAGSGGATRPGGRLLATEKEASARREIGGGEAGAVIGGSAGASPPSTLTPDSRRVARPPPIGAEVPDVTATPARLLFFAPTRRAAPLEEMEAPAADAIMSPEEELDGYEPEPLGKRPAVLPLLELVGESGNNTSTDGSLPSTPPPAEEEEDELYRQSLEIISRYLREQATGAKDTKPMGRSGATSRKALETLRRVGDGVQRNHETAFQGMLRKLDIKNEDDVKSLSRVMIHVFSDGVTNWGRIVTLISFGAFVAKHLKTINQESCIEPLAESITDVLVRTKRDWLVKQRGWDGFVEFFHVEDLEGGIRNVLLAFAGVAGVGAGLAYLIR
EBNA-1 inh: blocks EBNA-1 binding to DNA. inhibition, % at 14.8 µM. AID 1950. EBNA-1 DNA binding, fluorescence polarization. 300,000 compounds, 0.34% hits; in the data active = inhibition above about 28%
ZTA DNA inh: counter-screen for EBNA-1 inhibitors: inhibitors of Epstein-Barr virus ZTA | P03206 | ZTA-DNA binding, fluorescence polarization | inhibition, % at 11 µM | 320,000 compounds, 0.15% hits | AID 2234; in the data active = inhibition above about 33%
Target sequence (P03206 whole entry, looked up): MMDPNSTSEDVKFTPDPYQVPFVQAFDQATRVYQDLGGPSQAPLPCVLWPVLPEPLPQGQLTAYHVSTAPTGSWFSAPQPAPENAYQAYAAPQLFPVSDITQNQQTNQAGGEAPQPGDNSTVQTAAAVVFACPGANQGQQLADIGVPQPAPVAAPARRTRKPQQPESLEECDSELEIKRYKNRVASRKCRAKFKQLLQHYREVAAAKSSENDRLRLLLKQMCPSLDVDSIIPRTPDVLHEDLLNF
Yeast superoxide: lowers age-related superoxide in aged yeast cells. S. cerevisiae aged cells, superoxide DHE fluorescence; active compounds read low. 330,000 compounds, 0.18% hits. superoxide response (% of plate mean), % at 10 µM. AID 2690;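 active = superoxide response under a set limit, about three screen SD below normal, cut at about 65% in these data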;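 also: yeast aged for seven days with compound at 30 °C before DHE staining; 100% = average MFI of all compound-treated wells on the plate with controls excluded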
BCLXL inh: blocks human Bcl-xL binding to Bim BH3 peptide; Q07817; GST-Bcl-xL / FITC-Bim BH3 peptide fluorescence polarization; inhibition, % at 10.9 µM; 320,000 compounds, 0.7% hits; AID 2129;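 active = inhibition above the mean of all tested compounds plus 3 SD, cutoff set per campaign, cut at about 30% in these data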;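 also: 0% = DMSO wells and 100% = unlabeled Bim-BH3 peptide competitor; inhibitors lower millipolarization by displacing the labeled peptide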
Efflux pump mplx: antifungal efflux pump inhibition, Nile Red retention. inhibition, % at 10 µM. AID 485275. S. cerevisiae Candida pump triplex. 330,000 compounds, 0.44% hits;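 active = plate passing quality check with inhibition over a set limit, or well fluorescence over plate mean plus 4 SD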;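 also: Nile Red retained in pooled yeast measured as flow cytometry median fluorescence; 0% = buffer negative control and 100% = Enniatin B positive control; higher means more Nile Red kept so more efflux inhibition; some compounds called inactive have numbers as strong as hits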
Fam108B counter: counter-screen for RBBP9 inhibitors: inhibitors of mouse Fam108B | recombinant Fam108B, FP-Rh probe fluorescence polarization | inhibition, % at 9.51 µM | 300,000 compounds, 0.33% hits | AID 1947;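 active = inhibition above the screen mean inhibition plus 3 SD, computed separately per campaign, cut at about 18% in these data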;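 also: inhibitors lower polarization as less probe binds the enzyme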
* hit, by the source's call; . = no result given.

item | smiles | GLD-1 RNA inh | MEX-5 binding | MCL1-BIM inh | EBNA-1 inh | ZTA DNA inh | Yeast superoxide | BCLXL inh | Efflux pump mplx | Fam108B counter
1 | c1csc(CSc2nc3ccccc3s2)c1 | 8.2 | -0.1 | 0.3 | 18.1 | 10.2 | 85.8 | 3.6 | 0.1 | 1.0
2 | COCCNC(=O)c1c[nH]n2c(=O)cc(C3CCN(C(=O)OC(C)(C)C)CC3)nc12 | 3.6 | 0.8 | 0.8 | -5.1 | -3.4 | 85.2 | 3.0 | 0.2 | 4.2
3 | NNc1cc(C(=O)O)ccc1Cl | 3.2 | -0.1 | 5.7 | -8.5 | 1.6 | 91.7 | 7.5 | 0.2 | -4.2
4 | Cc1ccc(-c2nn(C)c(=O)c3ccccc23)cc1S(=O)(=O)N1CCOCC1 | -1.3 | -1.7 | -0.2 | 12.7 | 1.6 | 111.6 | -0.4 | -0.1 | 2.7
5 | CN(CC(=O)Nc1cccc(F)c1)C(=O)CCCc1nc2ccccc2c(=O)[nH]1 | -2.6 | -0.1 | -5.9 | 0.7 | -8.1 | 108.8 | -8.7 | -0.1 | 4.8
6 | Cc1cc(C(F)F)nn1CC(=O)NC1CCCC1 | 2.1 | -0.2 | 0.0 | 5.3 | 1.7 | 94.6 | 2.6 | 0.1 | 1.4
7 | CCN(CC)c1ccc(NC(=O)Nc2cccc3ccccc23)cc1 | -0.3 | -0.7 | 2.8 | -8.1 | -8.1 | 91.9 | 4.8 | -0.1 | 4.2
8 | CN(c1ccccc1)S(=O)(=O)c1cccc(NC(=O)CSc2n[nH]c(N)n2)c1 | 0.4 | -2.2 | 3.2 | -5.0 | -12.9 | 101.8 | -3.6 | 0.1 | -2.9
9 | Cc1ccc(-n2cccn2)c(CN2CCCC(CNC(=O)c3ccc(F)cc3)C2)c1 (stereo not drawn) | -4.5 | 0.2 | 12.6 | 5.9 | 10.0 | 90.4 | 6.6 | -0.1 | 0.0
10 | COc1cc(Cl)ccc1OCc1cc(C(=O)N2C[C@@H]3CCC[C@H]2C3)no1 | -2.2 | 1.2 | 0.5 | 2.7 | 3.8 | 101.5 | 2.1 | 0.1 | 0.7
11 | Clc1ccc(SCCCN2CCCCC2)cc1 | -3.3 | 2.3 | -5.8 | 6.8 | 6.1 | 86.6 | -0.1 | -0.2 | -1.0
12 | Cc1ccc(S(=O)(=O)NNC(=O)CCC(=O)Nc2ccc(C)c(C)c2)cc1 | 4.9 | -0.1 | 11.1 | -9.8 | 18.4 | 89.5 | 7.6 | 0.5 | 3.4
13 | O=C(O)c1ccccc1-c1ncc(-c2ccccc2)o1 | -1.7 | . | 5.3 | -7.7 | 8.0 | 103.8 | 8.4 | -0.1 | 2.1
14 | Cc1cc(N2C(=O)C(=O)/C(=C(/O)c3ccccc3)C2c2cccc(Br)c2)no1 (stereo not drawn) | -0.8 | 0.0 | -1.2 | 4.1 | -2.9 | 104.5 | -2.0 | -0.1 | 6.2
15 | CC1CCc2c(C(=O)NCc3ccccn3)csc2C1 (stereo not drawn) | 4.7 | -2.7 | 15.7 | -3.3 | -9.2 | 88.2 | 7.5 | -0.2 | -0.7
16 | COc1ccc(C)cc1S(=O)(=O)N(CC(=O)Nc1cccc([N+](=O)[O-])c1)c1ccccc1 | 10.3 | 1.9 | 8.9 | -7.8 | 3.1 | 107.7 | 5.4 | 0.5 | 2.9
17 | COc1ccc(/C=C/C(=O)NNC(=O)c2ccncc2)c(OC)c1 | 3.6 | . | 4.9 | . | -8.2 | 86.2 | 6.2 | -0.2 | .
18 | CCn1c(SCC(=O)Nc2ccccc2F)nc2c(c1=O)SC(C)C2 (stereo not drawn) | 1.8 | . | 10.0 | 3.1 | -17.9 | 92.5 | 7.5 | -0.1 | 5.8
19 | CCC(=O)Nc1ccc(NC(=O)CCc2ccccc2)cn1 | -3.1 | 0.2 | -10.6 | -8.3 | -2.6 | 85.4 | 4.2 | -0.1 | -3.6
20 | CCOc1ccc2nc(C)cc(Nc3cccc([N+](=O)[O-])c3)c2c1 | 7.0 | 0.2 | 0.3 | -7.0 | -3.8 | 96.7 | 3.5 | -0.2 | -0.6
21 | CC(C)(C)c1ccc(C(=O)Nc2ccc(O)c3c(=O)cc(-c4ccccc4Cl)oc23)cc1 | 0.7 | -1.9 | 9.3 | 5.2 | 2.6 | 91.6 | 7.2 | -0.1 | -1.3
22 | Cc1ccccc1Cc1c(C)nc2nc(SCC(=O)NCCCN3CCCC3)nn2c1C | -1.3 | -0.8 | 6.2 | -2.1 | -10.3 | 93.1 | 7.7 | -0.2 | 0.7
23 | O=C(Nc1cc(Cl)ccn1)C1CCN(S(=O)(=O)c2cccs2)CC1 | 5.1 | 1.7 | 0.3 | -3.0 | -13.3 | 94.0 | 3.9 | -0.1 | 4.1
24 | O=C(c1cc(=O)c2ccccc2o1)N1CCCc2ccccc21 | -0.4 | 0.6 | 0.8 | 6.9 | 0.5 | 82.1 | 0.9 | -0.1 | -0.3
25 | O=C(NC(=S)Nc1cc(C(F)(F)F)ccc1N1CCOCC1)c1sc2ccccc2c1Cl | -0.3 | 1.1 | 7.5 | 11.9 | 1.4 | 102.7 | 3.5 | 0.1 | -2.7
26 | O=C(Nc1cccc(Cl)c1)C1CCN(C(=O)c2cccs2)CC1 | 2.5 | -1.2 | 5.6 | -13.3 | 2.5 | 107.4 | 2.8 | 0.1 | 2.2
27 | CC(C)OC(=O)c1cccc(-c2ccc(C=O)o2)c1 | 3.9 | 0.5 | -4.2 | 5.6 | 4.8 | 85.0 | 1.4 | -0.1 | 0.2
28 | Cc1ccc(/C=N/n2c(C)nc3ccccc3c2=O)s1 | 1.7 | -3.2 | 2.2 | 0.9 | 7.9 | 100.0 | 4.8 | 0.0 | -3.7
29 | COc1ccc(CCNC(=O)c2cnc3scc(C)n3c2=O)cc1OC | -1.2 | -1.7 | -1.6 | 7.0 | 10.1 | 92.3 | 3.7 | -0.2 | 1.1
30 | COCC(=O)N1CCC(Oc2ccc(C(=O)N(C)CCCC3CCCC3)cc2)CC1 | -5.1 | -0.9 | 0.6 | -3.8 | -3.0 | 88.9 | 3.7 | 0.1 | -1.1
31 | Cc1ccccc1C(=O)Nc1ccnn1C1CCN(C(=O)c2ccoc2)CC1 | -3.0 | 0.1 | 2.4 | 9.0 | 0.6 | 103.2 | 4.2 | 0.1 | 2.6
32 | Cc1ccc(-c2ccc(S(=O)(=O)N3CCN(C)CC3)cc2)cc1 | 4.5 | 1.4 | 4.4 | 4.4 | -1.2 | 103.2 | 4.6 | 0.0 | 3.1
33 | COc1ccc(-c2[nH]ncc2CN2CCCCCCC2)c(OC)c1 | -6.4 | -1.6 | 7.6 | 0.4 | -2.9 | 98.0 | 6.8 | 0.0 | 3.8
34 | COc1ccc(NC(=O)C(=O)NCc2ccncc2)c(OC)c1 | 0.3 | -0.1 | 0.4 | -4.9 | 9.4 | 85.5 | -1.7 | 0.0 | -0.2
35 | O=C(CNC(=O)c1ccc(OC(F)F)cc1)NCc1ccccn1 | 0.5 | -0.6 | 0.5 | 5.9 | 5.0 | 97.0 | 1.9 | -0.2 | 0.4
36 | O=C(CSc1nnc(-c2ccccc2)o1)NC1CCCC1 | -1.6 | -0.9 | -5.9 | -5.9 | -5.2 | 112.4 | -1.7 | 0.2 | -4.0
37 | C=CCNCCCOc1ccc(C)cc1Br | 2.4 | 0.8 | 0.5 | 9.1 | -16.8 | 98.7 | 2.0 | 2.5 | -0.1
38 | CCCc1cc(C(=O)Nc2sc3c(c2C#N)CCC3)no1 | 4.3 | -0.4 | 9.3 | -10.1 | -10.3 | 105.3 | 8.8 | 0.0 | 7.5
39 | CC(=O)C1=C(O)CC(C)(C)CC1=NCc1nc2ccccc2[nH]1 | 5.8 | 4.1 | 2.8 | -0.9 | -0.8 | 85.0 | 9.9 | -0.1 | -0.7
40 | Cn1c(SCCOc2ccc(Cl)cc2)nnc1-c1ccncc1 | 6.1 | -1.8 | 2.0 | 0.9 | 3.0 | 104.6 | 4.2 | 0.1 | -3.7
41 | COCCCNc1nc2ccccc2nc1NS(=O)(=O)c1ccc(C)cc1 | 2.6 | -3.7 | 4.0 | 7.1 | 0.7 | 104.7 | 7.8 | -0.1 | 3.6
42 | CCc1cccc(NC(=S)N(CCCN2CCOCC2)C(C)c2cc3cccc(OC)c3o2)c1 (stereo not drawn) | 1.9 | -0.9 | 0.4 | -16.1 | -5.9 | 89.2 | 0.4 | 0.1 | -5.0
43 | CCc1ccc(C(=O)NNc2ccc(C)c(Cl)c2)cc1 | 2.3 | 1.0 | 5.7 | -10.7 | -13.0 | 105.0 | 6.8 | 0.1 | -2.3
44 | CCCCNC(=O)C1CCN(C(=O)C2CCN(S(=O)(=O)c3ccc(C)cc3)CC2)CC1 | 3.9 | 1.6 | 2.1 | -3.7 | 16.9 | 129.2 | 1.7 | 0.0 | 2.9
45 | Cc1n[nH]c(=O)c2c(NC(=O)CSc3nc4ccccc4c(=O)n3CCCOC(C)C)oc(C)c12 | 2.8 | 2.1 | 2.3 | 8.5 | -13.4 | 97.9 | 2.9 | 0.3 | 4.2
46 | COCC1CCCN(C(=O)c2ccc3oc(CCCc4ccccc4)nc3c2)C1 (stereo not drawn) | -3.8 | -1.0 | -1.1 | -3.5 | -4.9 | 95.4 | 1.1 | -0.1 | 2.7
47 | COc1ccc(OC(=O)c2cnn(-c3ccccc3)c2C)cc1 | -2.4 | 0.5 | 1.8 | 4.8 | 5.2 | 101.5 | 4.7 | 0.1 | -2.0
48 | COc1ccc(CCNC(=O)c2ccccc2)cc1 | 1.0 | 1.8 | -7.8 | 1.7 | -0.3 | 113.5 | -6.5 | 0.1 | -5.8

Brought forward from above: two compounds; new compounds follow.
item | smiles | GLD-1 RNA inh | MEX-5 binding | MCL1-BIM inh | EBNA-1 inh | ZTA DNA inh | Yeast superoxide | BCLXL inh | Efflux pump mplx | Fam108B counter
47 | COc1ccc(OC(=O)c2cnn(-c3ccccc3)c2C)cc1 | -2.4 | 0.5 | 1.8 | 4.8 | 5.2 | 101.5 | 4.7 | 0.1 | -2.0
48 | COc1ccc(CCNC(=O)c2ccccc2)cc1 | 1.0 | 1.8 | -7.8 | 1.7 | -0.3 | 113.5 | -6.5 | 0.1 | -5.8
49 | C=CCn1cc(CN2CCC(C(=O)Nc3cccc(-c4cccc(Cl)c4)c3)CC2)c(C)n1 | -9.4 | 3.7 | -13.3 | -18.3 | -11.7 | 85.7 | -8.2 | 0.4 | -3.2
50 | CCOC(=O)N1CCN(C(=O)CCn2nc(-c3ccccc3)ccc2=O)CC1 | 7.2 | -1.5 | 5.7 | 4.1 | -10.9 | 92.5 | 4.3 | 0.0 | -2.9
51 | CCOc1ccc(C2C(C(=O)O)CCC(=O)N2C2CCCCC2)cc1 (stereo not drawn) | -0.9 | 1.6 | -4.5 | -9.7 | -15.4 | 102.7 | 4.1 | -0.3 | -4.9
52 | COc1cc(C(=O)NCC(=O)N/N=C/c2ccc(-c3ccc([N+](=O)[O-])cc3)o2)cc(OC)c1OC | 3.8 | -5.9 | -13.7 | 5.4 | 6.0 | 100.9 | -11.5 | -0.1 | 5.0
53 | CCOC(=O)CCn1c2nc(C)cc(C)c2c(=O)n1-c1ccccc1 | -3.1 | -0.8 | -3.2 | -6.3 | -2.9 | 97.0 | -1.3 | 0.1 | 5.5
54 | C=C1CC2C(=O)N(Cc3ccccc3)C(C(=O)OCC)(C(=O)OCC)C1N2C(=O)OC(C)(C)C (stereo not drawn) | -10.1 | 3.6 | 2.9 | 3.9 | -3.7 | 96.6 | 2.9 | 0.2 | -1.0
55 | CCOC(=O)C(C)Oc1ccc(C2NC(=O)NC(C)=C2C(C)=O)cc1Br (stereo not drawn) | -3.6 | 2.9 | 0.7 | 11.4 | 5.9 | 100.7 | 5.7 | 0.0 | -1.9
